# Source: PubChem BioAssay
# tim10-1 inh: tim10-1 yeast growth inhibition | inhibition, % at 20 µM | S. cerevisiae tim10-1 ts strain growth, BacTiter-Glo, 24 h | actives 2.2% (n = 330,000);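 active = inhibition of at least 40%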;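 also: mutant grown at 25 °C; 0% = DMSO wells with yeast and 100% = wells holding no yeast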
# NLRP3 yeast inh: NALP3 inhibition in yeast. inhibition, % at 10 µM. Yeast reconstituted NLRP3/ASC/caspase-1, beta-gal luminescence, 24 h. AID 2825. actives 0.39% (n = 330,000);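 active = inhibition of 50% or more; inactive = inhibition below 50%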;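 also: plate controls were induced DMSO wells for no effect and uninduced yeast grown without galactose for full effect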
# tim23-1 inh: growth inhibitors of tim23-1 mutant yeast; AID 463212; inhibition, % at 20 µM; actives 1.3% (n = 330,000); S. cerevisiae tim23-1 growth, BacTiter-Glo luminescence, 24 h;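 active = growth inhibition of the mutant yeast at or above 50%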;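 also: temperature-sensitive mutant grown at 25 °C; plate controls were DMSO-treated mutant yeast for no effect and medium wells lacking yeast for full effect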
# APJ antagonist: antagonists of human APJ apelin receptor; CHO-K1 APJ beta-arrestin complementation, luminescence; actives 0.32% (n = 330,000); inhibition, % at 20 µM;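 active = inhibition above about 40% at 20 µM, limit read from the data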;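 also: cells challenged with 10 nM apelin-13 agonist together with compound; plate controls were apelin-13 plus DMSO wells for no effect and DMSO wells lacking apelin-13 for full effect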
# Target sequence (P35414 whole entry, looked up): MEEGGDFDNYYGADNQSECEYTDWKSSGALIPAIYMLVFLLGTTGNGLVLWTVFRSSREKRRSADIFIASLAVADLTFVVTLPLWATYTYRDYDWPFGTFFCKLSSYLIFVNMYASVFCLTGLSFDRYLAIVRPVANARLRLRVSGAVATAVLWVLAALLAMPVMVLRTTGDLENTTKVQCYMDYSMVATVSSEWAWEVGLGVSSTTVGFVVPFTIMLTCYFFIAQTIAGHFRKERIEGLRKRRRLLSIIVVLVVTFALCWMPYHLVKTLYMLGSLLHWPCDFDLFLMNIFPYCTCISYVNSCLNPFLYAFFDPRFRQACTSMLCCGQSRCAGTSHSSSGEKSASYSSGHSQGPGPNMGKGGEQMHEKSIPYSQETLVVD
# beta cell repl: inducers of beta-cell replication in MIN6 cells. actives 0.29% (n = 330,000). AID 2380. MIN6 cells proliferation, ATPlite luminescence, 48 h; cells starved in 0.2% serum; 100% = growth in 10% serum. proliferation, % at 10 µM;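 active = compounds whose signal lies at least 3.5 SD above the mean of all wells on their plate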;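 also: 0% = DMSO-treated cells in low-serum medium and 100% = 10% serum control; some compounds called inactive have numbers as strong as hits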
# NR3A LBD binder: NR3A (human) ligand-binding domain modulation | NR3A LBD differential scanning fluorimetry, Tm shift; 0% = protein alone, 100% = glycine-bound protein | Tm shift relative to glycine control, % at 25 µM | actives 2.5% (n = 340,000);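 active = melting temperature shift of at least 10% of the positive control shift, at one fixed dose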
# APJ agonist: APJ receptor agonism | P35414 | CHO-K1 APJ PathHunter beta-arrestin, luminescence; 0% DMSO wells, 100% apelin | activation, % at 20 µM | actives 0.11% (n = 330,000) | AID 2520;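 active = activation more than six SD over the plate average, tested at 20 µM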;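 also: 0% = DMSO alone and 100% = apelin-13 at 10 nM; some results filed as inactive read as strong as hits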
#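 Incubation: overnight seeding, 90 min compound at 25 °C, 1 h detection; test system: PathHunter CHO-K1 APJ (AGTRL-1) beta-arrestin reporter cells; amount: 1000 cells/well; doses: one dose, 20 µM compound, 1% DMSO; measured by: beta-gal luminescence; measure: agonist-driven arrestin binding to APJ; benchmarks: negative DMSO alone, positive Apelin-13 at 10 nM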
# TIM10 inh: growth inhibitors of TIM10 yeast strain. actives 1.4% (n = 330,000). S. cerevisiae TIM10 strain growth, BacTiter-Glo luminescence, 24 h. inhibition, % at 10 µM;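 active = inhibition of 40% or more at the single tested concentration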;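 also: wild-type TIM10 isogenic control strain grown at permissive 25 °C; 0% = DMSO yeast wells and 100% = minimal medium wells without yeast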
# MPTP inh: blocks calcium-induced mitochondrial swelling; isolated mouse mitochondria, Ca2+ swelling absorbance, 30 min; inhibition, % at 10 µM; actives 1.4% (n = 360,000); AID 602449;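 active = inhibition of 50% or more, scaled per plate between neutral and stimulator controls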;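 also: 0% = DMSO wells given calcium and 100% = 1 mM EGTA wells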
# Active calls of the source: *; / = not tested or not shown. Compounds were not picked by outcome; 7.2% or so of the library scored in one or more.
smiles,APJ agonist,APJ antagonist,beta cell repl,NR3A LBD binder,tim10-1 inh,TIM10 inh,MPTP inh,NLRP3 yeast inh,tim23-1 inh
Cc1cccc(OCC(=O)Nc2ccccc2F)c1,1.7,-2.2,-4.3,-1.4,8.0,-5.1,0.2,33.6,11.9
O=C(c1cccs1)N1CCC(c2nc(-c3ccc(S(=O)(=O)N4CCOCC4)cc3)no2)CC1,-0.5,5.3,-0.8,-1.6,34.0,23.4,6.8,7.2,23.0
CSCCC(=O)N1CCCC(CNC(=O)c2ccc(-c3ccccc3)cc2)C1 (stereo not given),-4.0,-47.6,-4.3,3.2,40.1*,22.6,2.7,11.1,32.9
O=C(Nc1cc(C(F)(F)F)ccc1N1CCCCC1)c1cccc([N+](=O)[O-])c1,-0.6,-1.5,-5.1,-1.1,-31.8,-40.7,2.8,17.6,-45.5
Cc1ccccc1C(=O)Nc1cccc(C(=O)Nc2ccccc2C(=O)O)c1,2.0,-2.2,2.6,-4.6,-7.9,-0.8,0.8,17.9,1.8
O=C(NC(=O)N1CCSCC1)c1c(Cl)cccc1Cl,-1.0,2.6,-3.3,-1.2,-2.8,13.7,1.1,0.9,7.6
O=C(NCCc1ccccc1)C1CCC(=O)N(Cc2ccc(Cl)cc2)C1 (stereo not given),3.2,4.0,2.5,0.3,5.7,15.2,-0.2,10.1,-0.1
Cc1ccccc1NC(=O)/C(=C/c1ccco1)c1ccccc1,1.2,2.8,-0.1,-0.9,3.7,-30.0,2.3,11.8,21.6
CC(C)(C)OC(=O)N1CCC(Cc2cc(-c3ccccc3)no2)(C(=O)O)CC1,-0.2,11.1,1.1,1.3,7.5,-0.5,-0.7,7.7,7.9
Cc1ccc(NC(=O)CCN2C(=O)C3CCCCC3C2=O)cc1[N+](=O)[O-] (stereo not given),-5.0,-3.0,2.9,/,-1.3,-6.0,-1.5,5.8,6.6
O=c1c2ccccc2nc(SCc2cn3ccsc3n2)n1-c1ccc(F)cc1,-6.3,25.0,-2.4,-4.1,43.2*,17.8,3.1,4.3,31.9
COc1ccc(CC(=O)Oc2ccc(Br)cc2F)cc1S(=O)(=O)N1CCOCC1,-2.9,-1.7,-3.7,2.4,1.3,-7.2,1.0,10.4,-3.4
O=C(Oc1ccc2ccccc2c1)c1cncc(Br)c1,-3.4,9.2,-3.6,1.9,-5.3,5.5,0.1,19.4,3.2
CCN(CC(=O)Nc1ccccc1OC)CC(=O)Nc1ccccc1-c1ccccc1,-1.8,4.6,0.1,1.2,37.0,7.3,2.0,-1.6,7.5
CCOC(=O)CNC(=O)Cn1cnc2c(nnn2-c2cccc(OC)c2)c1=O,0.2,-11.2,-2.3,0.3,5.3,-21.7,0.4,7.6,-11.0
CCCn1c(=NC(=O)CCS(=O)(=O)c2ccccc2)sc2cc(S(N)(=O)=O)ccc21,-3.7,17.9,-6.6,-0.3,14.1,5.2,-0.4,16.3,-2.3
CC1=Nn2c(nc(-c3ccccc3)c2-c2ccccc2)NC(=O)C1Br (stereo not given),-2.3,18.2,-1.9,-1.2,32.5,18.2,-0.4,-25.3,29.5
C=CCn1c(SCc2cccc(OC)c2)nnc1-c1ccncc1,1.1,11.2,-1.0,-0.3,1.2,-9.5,2.5,10.7,5.1
Cc1ccc(NC(=O)COc2ccccc2C(=O)NCCN(C)C)cc1,-2.6,0.6,-4.0,/,-23.0,-13.2,/,17.9,0.6
Cc1c(C)c2ccc(OCC(=O)N3CCOCC3)c(C)c2oc1=O,-1.6,-9.6,-1.0,-1.1,19.0,-3.6,0.3,7.7,20.0
CC1C(=O)N2CCCc3cc(S(=O)(=O)N(C)Cc4ccccc4)cc1c32 (stereo not given),-0.9,-11.9,3.4,1.6,27.9,5.2,-0.4,10.8,22.1
O=C(c1cccs1)N1CCCc2ccccc21,-4.7,-29.2,-0.1,-2.7,12.8,-7.4,-2.2,27.3,13.7
Cc1cc(C)c(C#N)c(SCC(=O)Nc2ccc(S(=O)(=O)Nc3onc(C)c3C)cc2)n1,3.3,13.8,4.5,-8.9,-9.3,6.1,0.2,-2.5,-6.9
Cc1ccc(Oc2ccccc2NC(=O)C2=COCCO2)cc1,-5.2,16.9,1.9,-0.3,13.6,5.3,0.9,21.6,23.7
O=C(c1ccco1)N1CCCC(c2nc3c(nnn3Cc3ccccc3)c(=O)[nH]2)C1 (stereo not given),-0.2,-6.5,-1.5,-2.0,-13.9,7.4,-1.6,6.7,-2.5

# (further entries)
smiles,APJ agonist,APJ antagonist,beta cell repl,NR3A LBD binder,tim10-1 inh,TIM10 inh,MPTP inh,NLRP3 yeast inh,tim23-1 inh
O=C(Cc1n[nH]c(=O)c2ccccc12)OCC(=O)N(Cc1ccccc1)Cc1ccccc1,-5.2,28.9,-2.1,-0.9,16.4,18.0,0.8,-57.1,15.3
CCC1(C)NC(=O)N(CC(=O)N2CCC(Cc3ccccc3)CC2)C1=O (stereo not given),-4.5,-0.9,0.9,-1.0,-5.7,-5.7,-2.0,18.1,-19.0
COc1cccc(C2C(C(=O)c3cccs3)=C(O)C(=O)N2CCN2CCOCC2)c1 (stereo not given),-2.9,-5.2,-2.1,0.2,-7.1,12.7,1.6,17.1,5.5
CC1CN(c2oc(Cc3cccc4ccccc34)nc2C#N)CC(C)O1 (stereo not given),-0.2,-7.4,-2.8,2.4,26.7,11.8,-2.4,-11.8,23.0
CCOc1ccc(NC(=O)CCN2CCN(S(=O)(=O)c3cc(Cl)ccc3OC)CC2)cc1,3.6,5.4,-3.5,-3.1,18.4,9.9,-1.7,6.9,12.8
O=C(CCCCCCN1C(=O)c2ccccc2C1=O)Nc1nccs1,-2.8,7.6,-1.2,1.7,-5.3,-8.3,66.4*,5.7,-18.2
CCOc1ccc(N=C2NC(=O)S/C2=C\c2ccc(OC)cc2)cc1,1.8,10.9,2.5,2.3,16.4,8.8,1.9,7.2,12.6
Cn1c(/N=C/c2ccc3c(c2)OCO3)nc2ccccc21,1.9,-5.4,-3.1,2.5,-5.3,-7.2,-2.6,17.7,-6.8
CN(C)C(=O)c1cn(-c2ccccc2)nc1-c1cccs1,-4.1,-2.3,-3.8,-0.3,22.9,9.5,-0.3,3.6,22.7
NS(=O)(=O)c1ccc(N2N=C(c3ccccc3)CC2c2cccc(Cl)c2)cc1 (stereo not given),/,/,/,24.1*,24.1,17.1,-2.0,/,52.6*
CN(CC(=O)Nc1ccccc1Br)C(=O)c1ccncc1,4.6,9.7,-3.4,-2.7,4.0,1.1,0.3,10.8,-4.7
O=C(c1ccc(Oc2ccc([N+](=O)[O-])cc2Cl)cc1)N1CCCC1,-2.4,-2.4,-2.9,-6.6,19.9,10.1,3.6,14.8,-8.1
CCCC1CC(c2csc(N)n2)CCO1 (stereo not given),0.8,-25.6,1.9,-1.7,11.3,-6.9,-2.0,18.6,17.2
O=c1[nH][nH]c(C(F)(F)F)c1C=Nc1ccccc1,1.4,-2.1,-1.8,0.2,5.1,-8.9,-0.8,3.7,1.8
COc1ccc(NC(=O)Cc2ccccc2)cn1,0.2,-0.1,-0.5,3.3,-2.6,5.2,0.3,17.8,7.4
CC1CCC(NC(=O)c2ccc3c(c2)S(=O)(=O)c2ccccc2C3=O)CC1 (stereo not given),5.5,-99.9,-2.8,-10.6,-4.4,-23.3,-2.1,44.1,16.9
CCOC(=O)C1=C(C)NC(C)=C(C(=O)OCC)C1c1ccccc1/C=C/C(=O)OC(C)(C)C,-2.5,21.2,-7.9,/,26.0,15.8,/,23.7,32.5
CCOC(=O)C1=C(C)NC2=C(C(=O)CCC2)C1c1ccsc1 (stereo not given),-2.5,5.0,1.3,/,5.6,-6.0,/,15.5,-7.1
Cc1nnc(N/N=C/c2ccc(-c3ccc(Br)cc3)o2)n1N,-1.5,-29.5,-2.9,3.3,24.3,35.1,-1.5,21.9,-3.6
O=C(c1ccccc1)N1CCC(CC2CC(c3ccc(Cl)cc3)=NO2)(C(=O)NCC2CCCCC2)CC1 (stereo not given),-1.7,14.4,-4.5,0.6,41.2*,24.2,0.4,8.6,33.4
CC1Cc2nc(SCC(=O)N3CCN(c4ccccc4)CC3)n(CCc3ccccc3)c(=O)c2S1 (stereo not given),9.0,2.4,-5.1,0.3,15.1,2.8,-0.5,0.0,33.7
Cc1cc(NC(c2cccnc2)c2c(C)[nH]c3ccccc23)no1 (stereo not given),-1.2,-0.5,-2.1,-0.1,5.3,-2.3,-6.8,0.4,14.1
O=C1CCC(C(=O)N2CCC(CO)(Cc3ccc(Cl)cc3)CC2)=NN1,-0.7,-7.3,-1.0,-0.3,7.3,6.1,-0.8,20.2,10.3
CSc1ccc(-c2sc(Nc3cccc4ccccc34)n[n+]2-c2ccccc2)cc1,8.6,-66.7,-8.5,-7.7,9.7,16.8,1.5,20.2,23.5
CS(=O)(=O)N(CCC#N)Cc1ccc(/C=C2\C(=O)Nc3ccccc32)o1,3.0,-14.1,2.3,-0.5,9.3,-23.7,-1.9,1.2,2.8

# Next section
smiles,APJ agonist,APJ antagonist,beta cell repl,NR3A LBD binder,tim10-1 inh,TIM10 inh,MPTP inh,NLRP3 yeast inh,tim23-1 inh
O=C(c1ccc(=O)[nH]c1)N1CCN(S(=O)(=O)c2cc(C(F)(F)F)ccc2Cl)CC1,0.4,21.7,-4.4,-1.2,1.4,10.5,0.7,9.8,5.0
O=C(O)c1ccc2c(c1)C(=O)N(N1C(=O)c3ccccc3C1=O)C2=O,-1.4,-8.1,-0.7,2.7,8.3,-16.8,0.9,8.3,0.8
COc1ccc(S(=O)(=O)N(Cc2ccccc2)c2ccccc2C(=O)Nc2ccccc2C(=O)NCc2ccco2)cc1,-1.4,7.9,-5.0,-1.9,26.4,20.9,1.6,6.0,26.2
COc1cccc(/C=C2\SC(=S)N(CCCC(=O)N3CCCCC3)C2=O)c1,1.5,1.2,-3.6,-0.8,28.5,12.6,-1.6,15.6,42.0
COc1ccc(S(=O)(=O)N2CCOCC2)cc1NC(=O)CN1C(=O)NC2(CCCCC2C)C1=O (stereo not given),-6.3,-6.7,-2.9,-1.0,-14.3,6.2,0.0,2.3,6.7
CCc1cccc(C)c1NC(=O)c1ccoc1C,-2.6,-2.8,-2.7,-0.2,14.9,-2.7,1.0,-6.1,6.1
O=C(N/N=C/c1cccs1)c1cnccn1,6.7,-0.6,0.0,1.3,-3.4,-5.8,0.1,3.5,9.2
CCC(C(=O)Nc1c(C)cc(C)cc1C)N1CCCCCC1 (stereo not given),-3.2,5.6,-2.9,-1.3,10.5,-13.4,0.0,23.0,10.0
O=C(c1cc(-c2ccc(O)cc2)on1)N1CCc2ccccc2C1,-4.0,6.8,-4.5,2.2,26.6,7.3,1.1,27.0,72.4*
O=C(NCc1ccc2c(c1)OCO2)c1ccc(CS(=O)(=O)c2cccc(C(F)(F)F)c2)o1,1.2,9.3,-0.8,-1.3,-10.6,-38.8,3.3,2.5,-149.3
COc1cc2c(cc1OC)[C@H](C)N(C(=O)NCc1ccccc1)CC2,-1.2,6.4,-1.6,-1.8,1.2,7.4,0.3,4.7,10.5

# Shown with values under each structure: part of the list above
# Value order – APJ agonist, APJ antagonist, beta cell repl, NR3A LBD binder, tim10-1 inh, TIM10 inh, MPTP inh, NLRP3 yeast inh, tim23-1 inh
> O=C(c1cc(-c2ccc(O)cc2)on1)N1CCc2ccccc2C1
    -4.0, 6.8, -4.5, 2.2, 26.6, 7.3, 1.1, 27.0, 72.4*
> O=C(NCc1ccc2c(c1)OCO2)c1ccc(CS(=O)(=O)c2cccc(C(F)(F)F)c2)o1
    1.2, 9.3, -0.8, -1.3, -10.6, -38.8, 3.3, 2.5, -149.3
